PMI act hi M6P: increases human PMI activity with near-saturating mannose 6-phosphate | P34949 | coupled PMI enzyme assay, resazurin fluorescence, 20 min; active compounds read high; 1 = untreated enzyme, 0 = substrate-free blank | activation factor at 20 µM | hit rate 0.34% among 190,000 | AID 1216;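 active means activation factor of 2 or more at 20 µM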
Target sequence (P34949 whole entry, looked up): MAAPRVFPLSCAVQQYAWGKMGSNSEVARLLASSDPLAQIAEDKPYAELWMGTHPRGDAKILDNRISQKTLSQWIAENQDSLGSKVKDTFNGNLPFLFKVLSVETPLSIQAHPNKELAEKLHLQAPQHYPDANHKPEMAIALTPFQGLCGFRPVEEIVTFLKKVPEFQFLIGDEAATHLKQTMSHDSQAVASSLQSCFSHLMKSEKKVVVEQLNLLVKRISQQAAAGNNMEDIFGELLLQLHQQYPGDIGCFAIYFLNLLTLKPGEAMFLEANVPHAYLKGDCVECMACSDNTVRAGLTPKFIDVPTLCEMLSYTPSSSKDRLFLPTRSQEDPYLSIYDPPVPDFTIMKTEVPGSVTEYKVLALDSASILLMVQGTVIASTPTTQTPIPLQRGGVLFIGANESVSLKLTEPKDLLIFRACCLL
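Material: human phosphomannose isomerase with PGI, G6PDH, diaphorase coupling enzymes. Quantity: 15 ng/mL PMI. Medium: HEPES pH 7.4 buffer with MgCl2 and Tween-20. Reagent: Near-saturating mannose-6-phosphate, 1.0 mM. Compound: 20 µM single dose. Times: enzyme reaction with compound 20 min at room temperature. Detection: resorufin fluorescence at Ex 544/Em 590 nm.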
S1P3 antag: S1P3 (human) receptor antagonism. Q99500. CHO S1P3 NFAT-BLA reporter, FRET fluorescence, antagonist mode. inhibition, % at 4.98 µM. hit rate 0.27% among 170,000;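 active means inhibition above the plate cutoff, the mean inhibition of test wells on that plate plus 3 SD, cut at about 28% in these data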;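 further: cells challenged with S1P at its EC80 of 0.8 µM; blue over green emission ratio from cleaved BLA substrate after 4 h stimulation; 0% = S1P-stimulated wells and 100% = unstimulated DMSO-only wells; some compounds past the cut are filed as inactive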
Target sequence (Q99500 whole entry, looked up): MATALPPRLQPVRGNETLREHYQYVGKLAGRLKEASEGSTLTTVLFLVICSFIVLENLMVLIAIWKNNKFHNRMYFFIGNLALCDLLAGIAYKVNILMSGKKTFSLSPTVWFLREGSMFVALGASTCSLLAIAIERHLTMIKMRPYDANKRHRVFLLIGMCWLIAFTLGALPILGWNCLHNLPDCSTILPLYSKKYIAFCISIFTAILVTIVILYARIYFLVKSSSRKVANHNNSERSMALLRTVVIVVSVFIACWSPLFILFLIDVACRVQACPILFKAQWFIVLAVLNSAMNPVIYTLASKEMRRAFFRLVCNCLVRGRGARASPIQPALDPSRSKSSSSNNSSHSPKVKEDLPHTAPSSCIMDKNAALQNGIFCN
TLR4-MyD88 BLA: TLR4-MyD88 interaction inhibition in cells | O00206+Q99836 | AID 861 | hit rate 0.18% among 200,000 | inhibition, % at 8.4 µM | HeLa CL3-4 TLR4/MyD88 BLA complementation, FRET ratio; in the data active means inhibition above about 25%;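 further: 0% = vehicle and 100% = reference inhibitor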
G6PDH counter: L. mesenteroides G6PDH inhibition counter-screen; Purified L. mesenteroides G6PDH, diaphorase/resazurin coupled fluorescence, 45 min; inhibition, % at 5 µM; hit rate 0.12% among 200,000
Diaph act CS: activates diaphorase or chemically reduces, flagging diaphorase assay artifacts. Diaphorase/resazurin coupled assay, resorufin fluorescence, 16 min; active compounds read high; 1 = vehicle wells, 0 = NADH-free wells. activation factor at 20 µM. hit rate 0.005% among 190,000. AID 1229;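 active means diaphorase activity raised at least twofold by the compound at 20 µM; inactive means activation factor below 2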
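Material: purified diaphorase enzyme from Clostridium kluyveri / Medium: HEPES pH 7.4 buffer with MgCl2 and Tween 20 / Schedule: enzyme reaction of 16 min at room temperature / Measured by: resorufin fluorescence, excitation 544 nm, emission 590 nm / Evaluation: rise in resorufin formation, marking diaphorase activation or chemical reduction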
RAM network inh: yeast RAM network inhibition | S. cerevisiae dse1pr::URA3 reporter, 5-FOA growth OD615, 2 d; analog-sensitive cbk1-as2 kinase mutant strain | inhibition, % at 50 µM | hit rate 1.8% among 190,000;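 active means inhibition above a set limit, 3 SD over mean compound inhibition, cut at about 8.4% in these data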;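 further: 0% = DMSO-only wells with no growth and 100% = 10 µM 1-NA-PP1 full growth; inhibition rescues growth on 5-FOA so higher OD means more RAM inhibition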
Diaphorase inh: inhibits diaphorase or chemically oxidizes, flagging diaphorase assay artifacts; diaphorase resazurin-to-resorufin fluorescence, NADH, 16 min; bacterial (C. kluyveri) enzyme, not human; inhibition, % at 20 µM; hit rate 0.69% among 190,000; AID 1217;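 active means primary screen inhibition at 20 µM above a set limit, cut at about 50% in these data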;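 further: plate controls were DMSO with full reaction for no effect and wells lacking NADH for full effect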
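Test system: diaphorase enzyme from Clostridium kluyveri; amount: diaphorase at 0.14 U/mL in enzyme working solution; detection: fluorescence of resorufin formed from resazurin, Ex 544/Em 590 nm; times: reaction incubation of 16 min at room temperature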
PMI act: activators of human phosphomannose isomerase | AID 1214 | hit rate 0.005% among 190,000 | activation factor at 20 µM | P34949 | purified human PMI, coupled resazurin fluorescence, 20 min; active compounds read high; 1 = vehicle control, 0 substrate-free wells;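 active means activation factor of 2 or more at 20 µM, relative to plate controls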
Redox H2O2 prof: compounds producing H2O2 with reducing agent – biochemical, NIH compound library profiling, artefact control for MLSCN library redox annotation, primary screen; hit rate 0.03% among 200,000; activation, % at 10 µM; AID 878; DTT-dependent redox cycling H2O2, phenol red/HRP absorbance; 100% = 100 µM peroxide control, 0% = buffer;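 active means activation of at least 50% relative to the plate's high and low controls in the primary single-dose screen; inactive means activation below 50%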;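 further: compound incubated with DTT at 0.8 mM final as the reducing agent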
L major viab: Leishmania major promastigote growth inhibition; hit rate 9% among 200,000; inhibition, % at 10 µM; Leishmania major promastigotes, resazurin fluorescence viability; AID 1063;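 further: promastigotes grown with compound for 44 hours at 28 °C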
Hsp70 act: switches on Hsp70 transcription; HeLa Hsp70 promoter luciferase reporter, luminescence; scaled: vehicle 0, proteasome-inhibitor control 100%; activation, % at 10 µM; hit rate 0.04% among 200,000; AID 1203;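 active means activation above the mean across all tested compounds plus 3 SD, cutoff set per campaign, cut at about 5.5% in these data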;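 further: 100% = MG132 at 30 µM as the positive control and 0% = DMSO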
Active calls of the source: *; · = not tested or not shown. Unless noted, no stated cut-off is given here; in the data, active means inhibition above about 50%; inactive means the rest.

SMILES | PMI act hi M6P | S1P3 antag | TLR4-MyD88 BLA | G6PDH counter | Diaph act CS | RAM network inh | Diaphorase inh | PMI act | Redox H2O2 prof | L major viab | Hsp70 act
Cc1ccc2c(c1)c1c(n2CC(O)Cn2c(C)nc3ccccc32)C(=O)CCC1 (stereo not drawn) | 0.8 | -4 | 3 | -22 | 0.8 | 1.7 | 24 | 0.8 | -1.4 | 21 | -0.3
Cc1ccc(NC(=O)CCN2C(=O)CSC2=O)c(C)c1 | 0.9 | · | -9 | 2 | 0.8 | 3.3 | 17 | 0.9 | 1.3 | -6 | -0.1
COc1ccc(F)cc1C(=O)C1CCCN(Cc2cccn2-c2cccnc2)C1 (stereo not drawn) | 1 | 6 | -3 | 3 | 0.1 | 0.3 | 94* | 0.9 | 1.5 | 74* | -0.4
C/C(=N\NC(=O)Cc1csc(N2CCOCC2)n1)c1ccc(Cl)c(Cl)c1 | 1.1 | -7 | 15 | 6 | 1 | 0.1 | -1 | 1 | -2.1 | 12 | -0.3
COc1ccc(-c2csc(-c3cccs3)n2)cc1OC | 1 | -6 | -5 | -4 | 0.8 | 1.9 | 18 | 1.1 | 9.5 | 0 | -0.4
OCCSc1nc(N2CCOCC2)nc(N2CCOCC2)n1 | 1 | 3 | 1 | 2 | 0.9 | 2.0 | 10 | 1 | -0.9 | -12 | -0.1
COC(=O)COc1ccccc1C(N)=O | 1 | · | -6 | 8 | 0.8 | 0.2 | 18 | 0.9 | 0.1 | -4 | -0.1
C=CCn1c(NCCO)nc2c1c(=O)n(C)c(=O)n2C | 1 | 2 | -1 | 7 | 1 | 1.1 | 4 | 1.1 | -1.9 | -3 | -0.1
CN(C)C(=O)N1CCC(C(=O)NCc2ccc3c(c2)OCO3)CC1 | 1 | · | -4 | 1 | 0.8 | 5.2 | 16 | 0.9 | 0.2 | -5 | -0.5
CCN1CCCC1Cn1cnc2c([nH]c3cccc(Cl)c32)c1=O (stereo not drawn) | 1 | -13 | 16 | 4 | 0.9 | 0.8 | 9 | 0.9 | 2.5 | 81* | 0.0
COc1c2c(nc3ccccc13)OC(C(C)(O)COC(C)=O)C2 (stereo not drawn) | 1 | -32 | -5 | 10 | 1 | 3.0 | -3 | 0.9 | 1.5 | 6 | 0.0
Cc1sc(NC(=O)c2ccco2)c(C(c2cccnc2)N2CCN(c3ccc(F)cc3)CC2)c1C (stereo not drawn) | 0.9 | -31 | 1 | -28 | 0.8 | 8.4* | 21 | 0.8 | 0.5 | 80* | -0.5

Copied from the list:
Reading for `C=CCn1c(NCCO)nc2c1c(=O)n(C)c(=O)n2C` in Diaph act CS: 1
Reading for `COC(=O)COc1ccccc1C(N)=O` in RAM network inh: 0.2
Reading for `CN(C)C(=O)N1CCC(C(=O)NCc2ccc3c(c2)OCO3)CC1` in TLR4-MyD88 BLA: -4

Remaining list, next part.
SMILES | PMI act hi M6P | S1P3 antag | TLR4-MyD88 BLA | G6PDH counter | Diaph act CS | RAM network inh | Diaphorase inh | PMI act | Redox H2O2 prof | L major viab | Hsp70 act
CCc1ccccc1NC(=O)c1ccc(-n2c(C)ccc2C)cc1 | 1 | · | 9 | 4 | 0.9 | 0.7 | 8 | 0.9 | 1.1 | 13 | 0.2
Cc1cc(Br)ccc1SCC(=O)OCC(=O)Nc1ncc(C(F)(F)F)cc1Cl | 0.9 | -6 | 11 | 0 | 0.7 | 3.6 | 28 | 0.9 | 1.0 | 40 | -0.1
COc1ccc(-c2cc(=Nc3c(C)n(C)n(-c4ccccc4)c3=O)c3ccccc3o2)cc1 | 1.2 | -4 | 1 | 2 | 0.9 | 0.0 | 9 | 1.3 | -4.3 | 38 | -0.1
CCc1nnc(NC(=O)CSc2nnc3c(n2)[nH]c2ccccc23)s1 | 1 | -15 | -10 | 4 | 1 | 2.1 | 0 | 1 | -1.1 | 0 | -0.2
O=C(Nc1ccc(OC(=O)c2ccco2)cc1)c1ccco1 | 1.1 | -6 | -6 | 3 | 0.9 | 4.1 | 8 | 1 | 0.3 | -2 | -0.1
O=C(COC(=O)c1ccc(CNS(=O)(=O)c2ccc(F)c(Cl)c2)cc1)NCC1CCCCC1 | 1 | -6 | -10 | -9 | 0.9 | 9.0* | 7 | 1 | 0.0 | -7 | -0.4
Cc1ccc(OCc2nc3c4c(ncn3n2)-c2ccccc2CC42CCCC2)cc1 | 0.9 | 15 | -3 | 7 | 0.8 | 10* | 16 | 0.9 | 1.5 | -1 | -0.5
CN(C)C(=O)CSc1nnc(Cc2ccccc2)n1CC1CCCO1 (stereo not drawn) | 1 | -19 | 7 | 2 | 1 | 0.7 | 3 | 1.1 | 2.4 | -4 | -0.3
Cc1[nH]ccc(=O)c1OCc1c(F)cccc1Cl | 1.1 | -15 | -16 | -5 | 1.1 | 1.7 | -9 | 1.2 | -0.1 | 0 | -0.3
Cc1c(-c2n[nH]c(=S)n2-c2ccc(C(F)(F)F)cc2)nnn1-c1ccccc1 | 1 | 2 | -16 | 4 | 0.8 | 4.8 | 24 | 0.9 | -0.1 | -7 | -0.3
O=C(NC(=S)NCc1cccnc1)c1ccccc1 | 1 | 6 | -10 | 1 | 0.9 | -0.4 | 8 | 0.9 | 0.5 | -6 | -0.6
CCCCN1CCc2c([nH]c3c(C)cccc23)C1=O | 1 | 13 | -2 | 7 | 1 | 2.5 | -2 | 1 | 1.3 | -1 | 0.3

Sorted by value in Diaphorase inh (high to low): 3 of the compounds above.
SMILES	Diaphorase inh
COc1ccc(-c2cc(=Nc3c(C)n(C)n(-c4ccccc4)c3=O)c3ccccc3o2)cc1	9
CCc1ccccc1NC(=O)c1ccc(-n2c(C)ccc2C)cc1	8
CCc1nnc(NC(=O)CSc2nnc3c(n2)[nH]c2ccccc23)s1	0

Later entries.
SMILES | PMI act hi M6P | S1P3 antag | TLR4-MyD88 BLA | G6PDH counter | Diaph act CS | RAM network inh | Diaphorase inh | PMI act | Redox H2O2 prof | L major viab | Hsp70 act
CCOC(=O)C1(CCCc2ccccc2)CCN(C(=O)CN2CCOC2=O)CC1 | 1 | -12 | -5 | 2 | 0.9 | -1.5 | 11 | 0.9 | -1.3 | -3 | -0.2
COc1ccccc1C(=O)CSc1ccccn1 | 1.5 | -12 | 11 | 2 | 1 | 0.9 | 3 | 1.6 | -0.8 | 5 | -0.2
CC(C)NC(=O)c1ccc(-c2ccc(Cl)c(C(F)(F)F)c2)o1 | 1 | · | -3 | 8 | 0.9 | 3.4 | 11 | 0.9 | 0.1 | -3 | -0.2
Clc1ccccc1-c1cc(COc2ccc3ccccc3c2)no1 | 0.9 | · | -5 | -10 | 1 | 5.7 | 3 | 0.9 | -1.2 | -8 | -0.2
Cn1cccc1Cc1nnc(SCC(=O)NCc2ccco2)n1-c1ccc(F)cc1 | 0.9 | 2 | -1 | 10 | 0.8 | 1.7 | 20 | 0.8 | -0.5 | 7 | 0.1
COCCNC(=O)CCSCc1ccccc1F | 0.9 | 8 | 12 | 9 | 0.8 | 1.4 | 16 | 0.9 | -2.5 | -12 | 0.2
CCOc1ccc(N2C(N)=NC(N)=NC2(C)C)cc1 | 0.9 | -44 | -12 | 2 | 0.8 | 1.1 | 20 | 0.9 | 0.9 | 2 | -0.3
O=C(CCO)c1ccc(O)cc1 | 1.1 | -25 | -4 | 21 | 0.8 | 0.1 | 24 | 1 | 0.7 | -10 | -0.3
COc1ccc2c(C)cc(SCC(=O)N3CCOCC3)nc2c1 | 0.9 | -53 | -11 | 5 | 0.8 | 0.9 | 20 | 0.8 | -1.3 | -2 | -0.3
COCCNC(=O)COC(=O)c1cc(-c2ccc(OC)cc2)nc2ccccc12 | 1 | -16 | -15 | -4 | 1.1 | 1.9 | -9 | 1.1 | -1.9 | 4 | 0.0
CC1CCN(c2nc(-c3ccccc3)cc(C(F)(F)F)n2)CC1 | 0.9 | · | -4 | -3 | 0.8 | 6.7 | 15 | 0.9 | -0.5 | -4 | 0.0
CC1=C(C(=O)N2CCN(C(=O)c3ccco3)CC2)C2(CCC(C)CC2)OC1=O (stereo not drawn) | 1.1 | -6 | -7 | 8 | 1 | 0.3 | 3 | 1.1 | 0.2 | -6 | 0.0
CCOC(=O)c1ccc(N=C2NC(=O)CS2)cc1 | 0.9 | 33 | 0 | 3 | 0.9 | 1.5 | 13 | 0.9 | 3.2 | 31 | -0.3
COc1ccc(S(=O)(=O)N2CCN(c3c(C)cccc3C)CC2)cc1OC | 0.9 | -16 | 4 | 7 | 0.7 | 2.9 | 25 | 0.9 | -2.7 | -10 | -0.2
CCOC(=O)c1nsnc1NCCSC(=N)N | 1.1 | -3 | -5 | 6 | 1 | 1.2 | 5 | 1 | 0.1 | -4 | -0.3
Cc1ccccc1NC(=O)Cn1nnc(C(=O)NCc2ccco2)c1N | 1 | -10 | 1 | 16 | 0.8 | 2.8 | 16 | 0.9 | -0.6 | 0 | 0.1
NC(CO)(CO)COCc1ccccc1 | 1.1 | -21 | 2 | -2 | 1 | 1.0 | -2 | 1.1 | -1.9 | -9 | 0.0
CCC(C)NC(=O)CS(=O)(=O)Cc1nc(-c2cccc(OC)c2)oc1C (stereo not drawn) | 0.9 | 85* | 5 | 20 | 0.8 | 1.2 | 16 | 0.9 | -0.3 | 1 | -0.2
CN(Cc1ccccc1)C(=O)C(C(=O)c1ccc(F)cc1)n1cc(Cl)ccc1=O (stereo not drawn) | 0.9 | -14 | 2 | 3 | 1 | 1.0 | -3 | 1.1 | -0.5 | 7 | -0.3
Clc1ccc(Nc2ncnc3c2cnn3-c2ccccc2)cc1 | 0.9 | 7 | 11 | -42 | 0.8 | 2.2 | 16 | 0.9 | -1.1 | -5 | -0.1
O=C(O)C1Cc2ccccc2CN1C(=O)COc1ccc(Br)cc1 (stereo not drawn) | 1.1 | -5 | -17 | 7 | 0.8 | 1.7 | 15 | 1.1 | -0.1 | -4 | 0.0
CCN(CC)S(=O)(=O)c1cc([N+](=O)[O-])ccc1N1CCC(C(N)=O)CC1 | 0.8 | -12 | 3 | 2 | 0.8 | 1.3 | 24 | 0.9 | -0.4 | 6 | -0.3
CC1=C(C(=O)OCc2ccccc2)C(c2ccsc2)NC(=O)N1C (stereo not drawn) | 0.9 | -20 | -22 | 19 | 0.8 | -1.3 | 23 | 0.9 | -0.1 | 12 | -0.2
O=C(COC(=O)c1cccnc1)Nc1cccc(Cl)c1 | 1 | -2 | -3 | 6 | 0.9 | 2.4 | 14 | 1.1 | 2.5 | -4 | -0.2
